EPAC1 agonist = activates human EPAC1 exchange factor; O95398; EPAC1 agonist qHTS, biochemical assay; response scale: 100% = response to 6.5 mM cAMP; Potency, µM (doses to about 154 µM), inactives show at the top dose activation, hits mostly activators; hit rate 0.073% among 360,000; AID 720707; note: potency is the fitted concentration of half-maximal effect; nearly all actives have a fitted effect of over 60% in size
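Fluorescent GDP-exchange assay: 100 nM EPAC1 with 250 nM Rap1B preloaded with BODIPY-GDP and 50 uM GDP; compounds tested as concentration series, 5 min at room temperature, then read every 5 min for 30 min (ex 480/em 540 nm); normalized to 6.5 mM cAMP.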
WRN helicase inh = WRN helicase (human) inhibition. WRN helicase unwinding, fluorescent forked duplex, kinetic. Potency, µM (top dose mostly 114 µM), inactives show at the highest dose activity change, negative = inhibition, most hits filed as inhibitors. hit rate 0.46% among 360,000. AID 651768; note: potency is the fitted concentration of half-maximal effect; % is set by controls: 0 for no effect and ±100 for the full control effect; nearly all actives have a fitted effect of over 55% in size
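Fluorescence dequenching readout, ex 525 nm/em 598 nm, kinetic mode: forked duplex DNA (100 nM final) with adjacent fluorophore and quencher unwound by WRN (20 nM final) with 2 mM ATP. Compound preincubation 15 min, room temperature.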
PI5P4Ka inh = PI5P4K alpha (human) kinase inhibition; P48426; PI5P4Kalpha enzyme, ADP-Glo luminescence, 60 min; hits give low values; max response, %; hit rate 1.2% among 330,000; active = max response of -50% or lower; inconclusive = between -30% and -50%; inactive = -30% or higher; note: value at the top dose of about 77 µM; % is set by controls: 0 for no effect and ±100 for the full control effect
Target sequence (P48426 whole entry, looked up): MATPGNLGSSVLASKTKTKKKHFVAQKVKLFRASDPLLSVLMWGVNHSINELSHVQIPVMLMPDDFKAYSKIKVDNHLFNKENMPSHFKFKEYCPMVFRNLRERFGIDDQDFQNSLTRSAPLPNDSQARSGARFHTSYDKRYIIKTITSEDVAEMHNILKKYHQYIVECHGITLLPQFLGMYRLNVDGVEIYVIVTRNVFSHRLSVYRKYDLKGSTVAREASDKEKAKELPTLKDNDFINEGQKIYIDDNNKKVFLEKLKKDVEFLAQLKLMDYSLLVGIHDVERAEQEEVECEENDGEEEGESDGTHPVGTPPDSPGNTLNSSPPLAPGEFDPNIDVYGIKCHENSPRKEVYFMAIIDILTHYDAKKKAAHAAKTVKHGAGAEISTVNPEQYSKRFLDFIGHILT
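Enzyme plus substrate dispensed, test compounds pinned in, then ATP (5 microM final) added. After 60 min at RT, ADP-Glo reagent 1 for 45 min and reagent 2 for 30 min preceded luminescence imaging.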
EPAC2 ag = agonists of human EPAC2 (RAPGEF4); Potency, µM (series often up to 154 µM), inactives show top-dose activation, most hits filed as activators; EPAC2 activation, biochemical qHTS; response scale: 100% = 6.5 mM cAMP response; hit rate 0.079% among 360,000; AID 720711; note: potency is the fitted concentration of half-maximal effect; nearly all actives have a fitted effect of over 50% in size
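Setup: EPAC2 100 nM, labeled Rap1B complex 250 nM, free GDP 50 uM. Compound titrations pinned in, brief spin, 5 min room temperature incubation. Kinetic fluorescence read over 30 min, normalized to 6.5 mM cAMP.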
EPAC1 antag = EPAC1 (human) antagonism. O95398. EPAC1 GEF assay, Rap1b-BODIPY-GDP exchange fluorescence. Potency, µM (top dose mostly 115 µM), without a hit: at the top dose activity change, negative = inhibition, most hits filed as inhibitors. hit rate 0.14% among 360,000. AID 720709;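 note: potency is the fitted concentration of half-maximal effect; plate controls were vehicle for no effect and positive control for full effect; nearly all actives have a fitted effect of over 50% in size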
IL-2 act = IL-2 activation | IL-2 activation reporter assay, cell-based qHTS; stimulated with anti-CD3/CD4/CD28 beads; in transgenic mouse T cells | activation, % (series mostly up to about 46 µM) | hit rate 0.065% among 360,000; in the data active = activation above about 50%; inconclusive = mostly about 30% to 49%; note: 0% is about no effect
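Readout is EGFP and DsRed signal by fluorescent plate cytometry after 18 h at 37 degrees C. Transgenic mouse T cells (750/well) received compound for 60 min before bead stimulation (anti-CD3, anti-CD4, anti-CD28); memory T cells served as non-tolerant control.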
CCT modulator = cytosolic chaperonin activity modulation | purified chaperonin ATPase assay, HTRF ADP detection, 30 min | activity change, % (concentration not given with the values), hits read low | hit rate 0.3% among 360,000; in the data active = activity change below about -30%; note: % is set by controls: 0 for no effect and ±100 for the full control effect
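Nucleotide hydrolysis assay: TRiC at 20–40 nM final (set by batch activity) with 10 uM ATP, 30 min at 37 °C, in presence of 76 uM compound. Detection by competitive ADP HTRF, 30 min ambient.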
PLK1 PBD inh = PLK1 (human) polo-box domain binding inhibition. Plk1 PBD binding of FITC phosphopeptide, fluorescence polarization. hit rate 2.8% among 360,000. P53350. Potency, µM, without a hit: max response, negative = inhibition, actives largely listed as inhibitors; note: potency is the fitted concentration of half-maximal effect; series mostly up to about 57 µM; % is set by controls: 0 for no effect and ±100 for the full control effect; nearly all actives have a fitted effect of over 65% in size
Target sequence (P53350 whole entry, looked up, the tested form may be a part): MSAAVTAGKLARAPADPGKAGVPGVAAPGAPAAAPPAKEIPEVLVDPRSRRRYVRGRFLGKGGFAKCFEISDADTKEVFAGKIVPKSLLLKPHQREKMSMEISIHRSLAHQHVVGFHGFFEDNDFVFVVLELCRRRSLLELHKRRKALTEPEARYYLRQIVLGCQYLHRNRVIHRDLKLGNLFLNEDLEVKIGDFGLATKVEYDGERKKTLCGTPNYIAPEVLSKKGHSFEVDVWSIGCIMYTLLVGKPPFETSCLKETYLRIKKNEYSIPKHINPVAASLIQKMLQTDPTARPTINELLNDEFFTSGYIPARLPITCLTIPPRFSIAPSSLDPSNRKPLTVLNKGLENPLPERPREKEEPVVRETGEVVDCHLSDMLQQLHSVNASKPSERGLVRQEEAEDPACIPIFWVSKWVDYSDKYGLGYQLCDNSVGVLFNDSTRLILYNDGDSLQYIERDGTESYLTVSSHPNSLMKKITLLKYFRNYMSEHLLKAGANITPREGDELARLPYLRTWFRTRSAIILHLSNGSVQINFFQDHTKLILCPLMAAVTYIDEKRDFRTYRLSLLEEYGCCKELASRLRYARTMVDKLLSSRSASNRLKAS
Active calls of the source: *; ? = inconclusive; / = no result given; & = joins results of further samples; [ ] = another dose, or the depositor's remark. Unless noted, calls come from the whole dose curve; as a rule, active = well fitted curve in the direction sought with a large enough effect; inconclusive = small, poorly fitted or top-dose-only effect, or another doubt; inactive = no such curve, though single readings can be large; an effect the other way counts as inactive or inconclusive. Only part of the results is shown (hit frequency here may not be typical).

SMILES	EPAC1 agonist	WRN helicase inh	PI5P4Ka inh	EPAC2 ag	EPAC1 antag	IL-2 act	CCT modulator	PLK1 PBD inh
COc1ccc2nc(NN=C(C)c3ccccn3)cc(C)c2c1	-3.2%	-16.7%	13.7	9.9%	-5.2%	-5.3	-2.9	-8.2%
Cc1ccc(/C=N/NC(=O)c2ccncc2)o1	-6.3%	-3.3%	-2.5	-7.5%	10.8%	-2.1	-0.6	-0.1%
O=C(N/N=C/c1ccco1)c1ccc(C(=O)N/N=C/c2ccco2)o1	5.8%	39.8µM*	-70.9*	7.3%	-2.8%	-4.6	-1.7	-25.4%
N/C(=N\OC(=O)Cc1cccs1)c1ccc(Br)cc1	-0.8%	1.8%	-7.6	0.5%	-16.3%	-2.8	-4.2	-15.9%
O=C(O)C(O)c1ccccc1 (configuration not stated)	-10.5%&1.5%	-2.0%&-3.4%	-2.5&0.7	-1.0%&-0.6%	-13.0%&-8.3%	-0.4&1.2	-3.0&0.5	-17.0%&-3.8%
CNCCCOc1ccc(C)cc1OC	-4.0%	-11.6%	6.7	4.3%	-4.9%	0.7	4.8	-10.2%
COC(CN(C(=O)CCl)C(C(=O)NC1CCCCC1)c1ccc(Cl)cc1)OC (configuration not stated)	8.6%	-13.7%	2.9	-1.6%	4.1%	0.4	-2.5	-9.4%
COC(=O)C1CCN(Cc2cc(=O)oc3cc(C)c(Cl)cc23)CC1	5.0%	-4.5%[57.1 µM]	15.7	7.1%	8.1%	-3.9	-3.2	0.5%
CCn1cc(/C=C(\NC(=O)c2ccccc2F)C(=O)N2CCCC2)c2ccccc21	7.1%	-1.5%[57.1 µM]	4.4	2.3%	4.9%	-0.9	0.0	?
Cc1cc(NC(=O)C2C3C=CC(C3)C2C(=O)O)no1 (configuration not stated)	-4.7%	-3.2%	/	-3.0%	1.5%	-1.7	0.9	-6.5%
Cc1ccc(N(C(=O)c2ccc(S(=O)(=O)N3CCOCC3)cc2)C2C=CS(=O)(=O)C2)cc1 (configuration not stated)	5.4%	-6.2%	/	9.0%	-9.0%	-2.0	0.2	-9.9%
CCC(C)n1c(=O)c(C(=O)Nc2ccccc2S(N)(=O)=O)c(O)c2ccccc21 (configuration not stated)	-3.4%	-9.9%	-8.4	-11.2%	?	-2.1	-0.4	-9.6%
CCOc1cccc(CN2CCC(n3nccc3NC(=O)c3ccc4c(c3)OCO4)CC2)c1	-0.2%	-23.5%	4.9	0.6%	8.1%	-4.2	-0.4	2.1%
C=CCN(CC=C)C(=S)NC(=O)/C=C/c1ccc(OC)cc1	4.4%	-15.8%	2.3	2.6%	-4.3%	-0.5	-2.0	-5.9%
CCCNC(=O)C1CCN(S(=O)(=O)c2ccc(Br)cc2)CC1	2.3%	-7.8%	/	2.4%	-1.8%	-0.8	-1.4	-9.3%
Cc1ccc(C)c(OCC(O)CN2CCc3ccccc3C2)c1C (configuration not stated)	2.7%	-2.6%	6.6	6.7%	-22.8%	-3.3	-0.6	2.9%
CC(=O)N1CCN2C(=O)C1CCCC(=O)c1cc(C3CCCCC3)ccc12 (configuration not stated)	-1.8%	-4.6%	0.3	4.4%	2.7%	-2.6	-1.9	-12.3%
COc1ccc(CNC(=O)C(=O)NCC2CCCN2S(=O)(=O)c2ccccc2)cc1 (configuration not stated)	10.7%	0.1%	1.2	4.8%	-1.2%	0.5	-2.0	-0.7%
CC1CCN(C(=O)c2[nH]cnc2C(=O)Nc2ccc(Cl)cc2)CC1	-3.8%	-2.4%	11.0	-11.7%	-11.2%	0.1	-0.1	-3.5%
CCC(C)(C)n1nnnc1C(c1cc(OC)ccc1OC)N1CCC(C(N)=O)CC1 (configuration not stated)	4.4%	6.2%	2.2	10.3%	1.4%	1.1	-2.0	-12.6%
CC1CCN(C(=O)C2CCN(S(=O)(=O)N3CCC4(CC3)OCCO4)CC2)CC1	2.1%	2.4%	0.7	-0.6%	9.5%	0.8	3.1	-2.3%
Cn1c(SCC(=O)c2cc(Cl)c(Cl)s2)nnc1-c1ccco1	-7.1%	?	-24.2	-3.2%	?	1.1	2.2	21.2µM*
CC1CCN(C(=O)CCN2C(=O)C3C4C=CC(C4)C3C2=O)CC1 (configuration not stated)	12.6%	0.9%	-0.5	-1.5%	-1.2%	0.6	-1.2	-5.6%
CC1COCC(C)N1C1=C(Cl)C(=O)c2ccccc2C1=O (configuration not stated)	16.9%	-34.4%	-69.7*	7.8%	?	-0.4	1.0	13.4µM*
COc1cc2c(cc1OC)C1=C(C#N)CC/C(=N\S(=O)(=O)c3ccccc3)N1CC2	-1.1%	-2.6%	-2.3	-3.9%	-2.7%	-2.4	1.1	0.5%

Full records, looked up by structure. Screens in order: EPAC1 agonist	WRN helicase inh	PI5P4Ka inh	EPAC2 ag	EPAC1 antag	IL-2 act	CCT modulator	PLK1 PBD inh
Record of `CCOc1cccc(CN2CCC(n3nccc3NC(=O)c3ccc4c(c3)OCO4)CC2)c1` : -0.2%	-23.5%	4.9	0.6%	8.1%	-4.2	-0.4	2.1%
Record of `CCCNC(=O)C1CCN(S(=O)(=O)c2ccc(Br)cc2)CC1` : 2.3%	-7.8%	/	2.4%	-1.8%	-0.8	-1.4	-9.3%

Next part:
SMILES	EPAC1 agonist	WRN helicase inh	PI5P4Ka inh	EPAC2 ag	EPAC1 antag	IL-2 act	CCT modulator	PLK1 PBD inh
Clc1cccc(N2CCN(Cc3nc(-c4ccccc4)no3)CC2)c1	3.3%	-8.4%	7.9	25.6%	-29.1%	-1.9	-0.3	-3.1%
CCC(=O)N(Cc1cc2c(C)cc(C)cc2[nH]c1=O)C1CCCCC1	-17.5%	6.4%	-3.6	-0.8%	-8.1%	0.8	-2.5	-5.3%
Cc1ccc2c(c1)N(CC(=O)N1CCC(C)CC1)C(=O)c1cccnc1O2	0.6%	-1.6%	-3.7	6.1%	-13.8%	-0.1	-1.4	-11.9%
CCc1ccccc1NS(=O)(=O)c1c(C(=O)N2CCCCCC2)c(C)n(C)c1C	0.4%	0.5%	-1.0	-7.6%	3.4%	-0.5	-1.3	-10.0%
Cc1nnc(NC(=O)CSc2nnc(CNC(=O)c3ccccc3)o2)s1	10.0%	-2.3%	-8.5	4.7%	-8.4%	2.2	-3.4	-7.4%
CCc1nnc(NC(=O)C2CCC(CNc3c(N4CCC(C)CC4)c(=O)c3=O)CC2)s1 (configuration not stated)	-5.0%	3.0%	2.6	0.4%	-4.8%	5.5	1.7	-4.5%
CC(=O)Nc1ccc(S(=O)(=O)Oc2ccccc2N2CCCCC2)cc1	9.4%	-11.5%	11.6	14.0%	-15.2%	-0.8	-3.5	0.3%
O=C1C2ON(c3ccccc3)C(c3cccnc3)C2C(=O)N1Cc1ccccc1 (configuration not stated)	-5.2%	-7.6%	-1.0	5.9%	7.4%	-4.7	-0.8	0.3%
O=C1COc2ccc(C(=O)COC(=O)CNC(=O)c3ccccc3)cc2N1	11.3%	0.3%	-8.6	7.9%	10.2%	0.6	-1.9	0.0%
CC(=O)/C=N/Nc1ccccc1	9.5%	-0.7%	/	5.9%	5.7%	-1.3	0.6	-7.3%
O=C(NNC(=O)c1cccs1)c1ccc(Cl)c(Cl)c1	1.7%	-23.3%[57.1 µM]	1.1	3.7%	18.8%	3.4	-1.1	-6.1%
N[C@@H](Cc1ccccc1)c1nnc(SCc2ccccc2Cl)o1	1.3%	2.0%	-6.5	-11.5%	5.0%	2.0	0.6	3.5%
Cc1ccc2c(c1)c(N=NC(N)=S)c(O)n2Cc1ccccc1	8.6%	0.8%	7.2	-0.3%	-2.9%	-4.3	-1.4	-8.8%
CC1=C(C(=O)Nc2ccc(C)cc2)C(c2ccco2)NC(=O)N1 (configuration not stated)	-2.6%	8.6%	-5.9	5.1%	8.2%	1.7	-1.8	-2.5%
CCN1C(=O)[C@H]2[C@@H](c3ccc(C)cc3)N[C@]3(CCCN(Cc4cccn4C)C3=O)[C@H]2C1=O	-8.8%	-10.4%	5.5	5.8%	-0.4%	-2.6	-0.8	-11.1%
O=C(Nc1ccc(F)cc1)N1CCCN(c2nccc(C(F)(F)F)n2)CC1	-9.9%	-4.1%	-1.8	0.9%	-2.4%	-0.5	2.6	4.7%
CCCCCC1C(C(=O)OCC)C(=O)NC1(C(=O)OCC)C(=O)OCC (configuration not stated)	-15.9%	-25.5%	5.0	-3.9%	-20.4%	-0.5	-2.0	-0.2%
CCN(CC)CCC/C(=N\O)C(O)(c1ccccc1)c1ccccc1	8.6%	-4.0%	-9.3	7.9%	-4.1%	0.9	1.2	-4.4%
Cc1cc(C)nc(CC(N)=O)n1	-4.6%	0.4%	4.0	-6.2%	11.7%	1.4	0.2	0.3%
COc1ccc(N(C)C(=O)c2ccc3c(c2)nnn3C)cc1	11.0%	-3.4%	8.7	-6.2%	-2.8%	-1.3	1.2	-7.4%
CCOC(=O)C1=CCC2c3c(c4ccccc4n3C)C(=O)C1N2C(=O)OC(C)(C)C (configuration not stated)	-9.0%	-30.6%	-1.9	4.5%	-13.2%	1.9	-2.7	-17.7%
CCCC(=O)NNC(=O)c1c(O)c2ccccc2[nH]c1=O	-9.9%	5.8%[57.1 µM]	5.4	-1.9%	-6.5%	0.2	1.4	-1.2%
O=C(OCc1nc2ccccc2c(=O)[nH]1)c1cccs1	3.4%	2.7%	0.7	4.4%	-3.0%	-1.9	0.3	-13.2%
Cn1cc(S(=O)(=O)CC(=O)Nc2ccc3c(c2)OCCO3)c2ccccc21	-6.3%	-8.7%	/	2.7%	5.8%	-1.6	-2.1	-11.5%
O=C(O)C(Cc1cccs1)c1cccs1 (configuration not stated)	-0.9%	1.1%	6.2	1.8%	7.2%	-0.4	-0.6	1.9%
c1ccc2c(CN3CCOCC3)csc2c1	-5.6%	-28.7%[57.1 µM]	0.9	-4.8%	9.0%	0.5	-1.7	2.6%
Cc1nn(-c2ccccc2)c(Cl)c1C1C(C#N)=C(N)Oc2c1c(C)nn2-c1ccccc1 (configuration not stated)	12.9%	-27.4%	-10.2	8.3%	-7.6%	0.3	-2.3	-27.4%
COc1ccccc1CNC(=O)C1(C)Oc2cccnc2NC1=O (configuration not stated)	10.5%	5.7%	2.3	6.7%	10.9%	2.7	0.4	-10.8%
COc1ccccc1N(/N=C1\Sc2ccccc2C1=O)C(C)=O	-2.5%	-8.3%[11.6 µM]	4.7	10.4%	-27.3%	0.2	-1.0	-2.0%

Entries listed so far shown as hits in PI5P4Ka inh.
canonical_smiles	WRN helicase inh	PI5P4Ka inh	EPAC1 antag	CCT modulator	PLK1 PBD inh
O=C(N/N=C/c1ccco1)c1ccc(C(=O)N/N=C/c2ccco2)o1	39.8µM*	-70.9*	-2.8%	-1.7	-25.4%
CC1COCC(C)N1C1=C(Cl)C(=O)c2ccccc2C1=O (configuration not stated)	-34.4%	-69.7*	?	1.0	13.4µM*
